# ADAM10 inh = inhibitors of human ADAM10. AID 720582. O14672. hit rate 0.62% among 370,000. recombinant ADAM10, EDANS/DABCYL FRET peptide cleavage, 3 h. inhibition, % at 7 µM;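 active means inhibition above a per-campaign cutoff equal to the mean of compounds falling between control-based bounds plus 3 SD, cut at about 20% in these data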;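 further: 0% = DMSO wells while the 100% control is not disclosed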
# DAX1 inh-1 = DAX1 (NR0B1) inhibition, primary screen; HEK293T StAR-luciferase reporter, SF-1/DAX-1 repression relief; AID 652010; hit rate 1.1% among 370,000; inhibition, % at 6.8 µM;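 active means inhibition above the mean over all tested compounds plus 3 SD, cut at about 3.6% in these data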;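 further: 0% = DAX-1 cells with DMSO and 100% = cells lacking DAX-1 with DMSO; higher inhibition means more luminescence from relief of DAX-1 repression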
# SMARCA2 act = SMARCA2 function activation, primary screen. activation, % at 9.1 µM. MG213 cells, MMTV-luciferase reporter, dexamethasone, overnight. AID 652017. hit rate 1% among 370,000; in the data active means activation above about 7.8%;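 further: 0% = vehicle wells and 100% = reference activator wells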
# hcDAF-12 act = activates DAF-12 receptor from parasite H. contortus; HEK293 hcDAF-12 lit1-tk-luc reporter, luminescence; 0% DMSO, 100% Δ7-dafachronic acid; activation, % at 6.8 µM; hit rate 1.4% among 370,000; AID 652067;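 active means activation above the mean of all tested compounds plus 3 SD, cut at about 5.5% in these data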;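 further: 100% = response to 3 µM Δ7-dafachronic acid high control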
# NPR1 activator = GC-A (human) enzyme activation; HEK293 GC-A cells, cGMP TR-FRET, EC30 ANP; 0% at EC30 ANP, 100% saturating ANP; hit rate 0.14% among 370,000; activation, % at 10 µM; in the data active means activation above about 40%
# ADAM17 inh = ADAM17 inhibition, QFRET primary screen; P78536; recombinant ADAM17, EDANS/DABCYL FRET peptide cleavage; inhibition, % at 6.95 µM; hit rate 0.83% among 370,000; AID 720648;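 active means inhibition above the mean of compounds lying between control limits plus 3 SD, set per campaign, cut at about 8.5% in these data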;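 further: 0% = DMSO-only wells as the low control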
# Target sequence (P78536 215-824 limits assumed): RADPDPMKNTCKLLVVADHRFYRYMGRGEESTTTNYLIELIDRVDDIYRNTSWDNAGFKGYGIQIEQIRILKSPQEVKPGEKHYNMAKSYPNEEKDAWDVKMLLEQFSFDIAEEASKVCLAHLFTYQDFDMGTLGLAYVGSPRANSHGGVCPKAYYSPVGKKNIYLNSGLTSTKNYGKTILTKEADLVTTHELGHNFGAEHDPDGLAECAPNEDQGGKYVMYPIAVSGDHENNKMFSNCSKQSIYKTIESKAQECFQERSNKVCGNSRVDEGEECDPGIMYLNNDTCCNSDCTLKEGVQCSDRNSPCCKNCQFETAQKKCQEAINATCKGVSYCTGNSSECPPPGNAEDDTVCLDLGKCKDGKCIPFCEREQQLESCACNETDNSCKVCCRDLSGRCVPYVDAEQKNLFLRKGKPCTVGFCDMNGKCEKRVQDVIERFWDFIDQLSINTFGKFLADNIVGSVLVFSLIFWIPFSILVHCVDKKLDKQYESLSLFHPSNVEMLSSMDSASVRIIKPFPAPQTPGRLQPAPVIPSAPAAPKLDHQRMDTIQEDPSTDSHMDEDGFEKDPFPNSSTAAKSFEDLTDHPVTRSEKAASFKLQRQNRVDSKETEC
# FXN GAA850 act = increases GAA850 frataxin promoter reporter activity. AID 540364. hit rate 0.56% among 360,000. HEK293 lucGAA850 FXN promoter luciferase reporter, 24 h; percent of 10 µM SAHA response. activation, % at 6 µM;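 active means activation above the average of all compounds screened plus 3 SD, cutoff fixed separately per campaign, cut at about 7.5% in these data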;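 further: 0% = DMSO wells and 100% = 10 µM SAHA wells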
# PG9 Ab binder = PG9 antibody binding by small molecule; TR-FRET gp120-PG9 antibody binding; inhibition, % at 6.7 µM; hit rate 0.43% among 360,000; in the data active means inhibition above about 8.5%
# DAX1 inh-2 = NR0B1 (DAX1) inhibition. P51843. inhibition, % at 6.75 µM. AID 504766. HEK293 Gal4-DAX1 luciferase reporter, luminescence. hit rate 0.99% among 340,000;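 active means inhibition above the mean over all tested compounds plus 3 SD, cut at about 4.2% in these data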;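 further: 0% = DAX1-transfected cells with DMSO and 100% = empty-vector control cells with DMSO; inhibition shows as a rise in luminescence from relieved DAX1 repression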
# Target sequence (P51843 207-470 limits assumed): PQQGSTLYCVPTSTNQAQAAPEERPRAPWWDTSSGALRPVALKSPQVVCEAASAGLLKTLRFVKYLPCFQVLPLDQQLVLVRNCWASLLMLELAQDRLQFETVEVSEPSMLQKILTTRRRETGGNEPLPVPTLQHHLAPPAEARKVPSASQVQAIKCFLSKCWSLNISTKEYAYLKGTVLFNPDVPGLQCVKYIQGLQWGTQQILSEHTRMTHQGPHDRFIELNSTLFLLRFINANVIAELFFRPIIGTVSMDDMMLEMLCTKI
# ssDAF-12 act = S. stercoralis DAF-12 activation, primary screen | activation, % at 6.8 µM | HEK293 ssDAF-12/GRIP1 lit1-tk-luc reporter, luminescence; % of 3 µM dafachronic acid response | hit rate 1% among 370,000;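 active means activation above the mean over all tested compounds plus 3 SD, cut at about 0.9% in these data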;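 further: 0% = DMSO-only wells and 100% = 3 µM delta7-dafachronic acid wells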
# hgDAF12 agonist = activates the H. glycines DAF-12 receptor ligand-binding domain | HEK293 GAL4-hgDAF12 UAS-luciferase reporter, agonist luminescence; normalized to butyrate control | activation, % at 6.8 µM | hit rate 1.8% among 370,000 | AID 687014;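 active means activation above a cutoff set at the mean of all screened compounds plus 3 SD, cut at about 10% in these data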;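 further: 0% = DMSO wells and 100% = sodium butyrate wells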
# * = called active by the depositor; i = inactive; . = no result given.
SMILES,ssDAF-12 act,PG9 Ab binder,DAX1 inh-2,ADAM10 inh,NPR1 activator,ADAM17 inh,DAX1 inh-1,hgDAF12 agonist,SMARCA2 act,hcDAF-12 act,FXN GAA850 act
COc1ccc(N2CCN(C(=O)COC(=O)COc3ccc(C#N)cc3)CC2)cc1,-1.0,-0.8,0.7,-5,-6,-4,-0.5,-1.8,2,-0.1,-0.6
COCc1nnc(NS(=O)(=O)c2ccc(NC(C)=O)cc2)s1,-1.2,-0.2,0.7,5,1,-4,0.5,-0.5,1,-0.6,0.5
CCCn1nc(C(=O)Nc2ccc3nc(C)sc3c2)c2ccccc2c1=O,8.4*,-0.5,-1.0,7,7,2,0.0,3.8,11*,0.9,1.1
CN(CC(=O)Nc1ccc(Cl)c(C(F)(F)F)c1)C(=O)CCc1nc2ccccc2c(=O)[nH]1,-0.8,-1.6,4.1,-3,-4,0,-1.2,0.7,-1,0.1,-0.6
Cn1ccc2c(-c3ccc(F)cc3F)cc3c(c21)C1CCC3C1 (configuration not stated),-0.9,0.1,.,-19,-4,-8,-1.0,-0.4,2,-1.8,.
C[C@@H]1CN([C@H](C)CO)C(=O)c2cc(NC(=O)C3CCCCC3)ccc2O[C@@H]1CN(C)Cc1ccncc1,-1.6,0.7,0.6,-4,-2,8,0.2,2.6,-2,-0.5,0.3
Cc1ccccc1OC(C)C(=O)Nc1ccc(S(=O)(=O)Nc2nccs2)cc1 (configuration not stated),-1.5,0.2,0.0,-3,2,-1,0.1,-0.1,1,-1.7,-0.5
CC(C)OCCCNC(=O)[C@H]1N2C(=O)c3ccccc3C2SC1(C)C (some centres not stated),-1.5,0.5,-1.3,3,1,-3,-0.3,0.8,-1,-1.3,-1.3
Cc1ccccc1S(=O)(=O)N(C)C[C@H]1OCc2cnnn2CCCC(=O)N([C@H](C)CO)C[C@H]1C,-0.7,0.2,2.3,-15,6,-3,0.9,1.6,-2,0.5,-2.0
Cc1cc(=O)[nH]c2nc3ccccc3n12,-1.3,2.2,2.2,-315,0,-97,0.3,2.6,-1,0.7,0.3
COc1cccc(N2CCN(c3cnc4ccccc4n3)CC2)c1,-0.6,0.2,-1.1,-14,-4,-5,0.2,8.3,0,-1.8,5.4
Cn1c(N)c(C(=O)COC(=O)c2ccc(Br)o2)c(=O)n(C)c1=O,-1.4,1.2,0.3,-2,2,-7,-0.2,-1.4,0,-0.9,-3.5
CN1CCC(=NOc2ccc([N+](=O)[O-])cc2)CC1,-1.2,-2.4,4.7*,3,4,-2,1.7,9.7,6,0.0,6.3
CCOCCCn1c(SCC(=O)Nc2ccccc2OC)nc2ccccc2c1=O,-2.6,1.0,0.3,2,-5,7,-0.3,-3.3,3,-2.1,-0.2
Cc1cccc(NC(=S)NC2CCCCC2)n1,-1.2,-1.3,-1.3,7,2,1,-0.2,-2.3,0,-1.7,0.4
N#Cc1cccc(NC(=O)OC2CCC23CCC(c2ccccc2)CC3)c1 (configuration not stated),-1.7,.,.,12,0,5,-1.7,0.0,-3,-3.5,.
O=C(c1cnn2c(C(F)(F)F)cc(-c3ccccc3)nc12)N1CCOCC1,-0.6,-1.3,0.2,-28,3,-6,0.0,0.6,5,0.4,0.1
Cc1ccc(-c2ccc(/C=N/N3C(=O)C4C5C=CC(CC5)C4C3=O)o2)c([N+](=O)[O-])c1 (configuration not stated),-0.9,0.3,0.5,5,1,5,0.8,-1.6,2,1.7,2.9
CN(C)/N=C/C=C1\CC/C(=C\c2ccc(F)c(F)c2)C1=O,-1.4,-2.0,-0.8,-6,1,-4,-0.1,-3.0,-4,0.9,0.7
CCc1nc(C)cn1S(=O)(=O)c1ccc(Cl)c(Cl)c1Cl,-1.0,1.1,-0.5,-2,1,-7,-1.3,-2.2,-5,-2.5,-1.6
CCOC(=O)Cn1c(S(=O)(=O)Cc2cccc(F)c2)nc(-c2ccccc2)c1-c1ccccc1,-1.9,1.0,-2.9,5,-18,6,-1.6,-7.4,-3,-2.0,-6.5
Cc1cc(C(=O)NC2CCCc3c2cnn3-c2ccc(C(C)(C)C)cc2)n[nH]1 (configuration not stated),-2.0,0.3,-0.7,2,-3,-3,-6.3,-1.7,-2,-4.8,-1.1
Cc1c(CNCC(C)c2ccccc2)c(C(=O)O)c(C)n1Cc1ccccc1 (configuration not stated),-2.0,-1.0,2.4,1,2,0,-0.7,1.1,-3,-0.2,1.2
CCOc1ccc2c(c1)C(c1ccc(C)o1)=NNC(c1ccncc1)=N2,-0.6,1.4,2.4,-23,7,-10,-0.8,4.4,-2,1.3,0.9
COc1ccc(CN2CN(S(=O)(=O)c3ccccc3)c3nc4ccccc4nc32)cc1,-1.6,0.0,0.2,-20,5,-9,0.1,1.2,-4,1.2,7.1

# Five structures already listed, sorted by formula weight, falling.
SMILES,ssDAF-12 act,PG9 Ab binder,DAX1 inh-2,ADAM10 inh,NPR1 activator,ADAM17 inh,DAX1 inh-1,hgDAF12 agonist,SMARCA2 act,hcDAF-12 act,FXN GAA850 act
COc1ccc(N2CCN(C(=O)COC(=O)COc3ccc(C#N)cc3)CC2)cc1,-1.0,-0.8,0.7,-5,-6,-4,-0.5,-1.8,2,-0.1,-0.6
CCc1nc(C)cn1S(=O)(=O)c1ccc(Cl)c(Cl)c1Cl,-1.0,1.1,-0.5,-2,1,-7,-1.3,-2.2,-5,-2.5,-1.6
COCc1nnc(NS(=O)(=O)c2ccc(NC(C)=O)cc2)s1,-1.2,-0.2,0.7,5,1,-4,0.5,-0.5,1,-0.6,0.5
CN(C)/N=C/C=C1\CC/C(=C\c2ccc(F)c(F)c2)C1=O,-1.4,-2.0,-0.8,-6,1,-4,-0.1,-3.0,-4,0.9,0.7
CN1CCC(=NOc2ccc([N+](=O)[O-])cc2)CC1,-1.2,-2.4,4.7*,3,4,-2,1.7,9.7,6,0.0,6.3

# Other entries follow.
SMILES,ssDAF-12 act,PG9 Ab binder,DAX1 inh-2,ADAM10 inh,NPR1 activator,ADAM17 inh,DAX1 inh-1,hgDAF12 agonist,SMARCA2 act,hcDAF-12 act,FXN GAA850 act
CCCNC(=O)c1oc2ccc3c(c2c1C)C(=O)CC(C)(C)O3,0.5,-1.1,0.0,-433,6,-118,2.6,16*,3,2.6,7.9*
CCOc1ccc(OCCC(=O)NNC(=O)c2cc(OC)c(OC)c(OC)c2)cc1,0.4,-3.4,1.2,-10,-2,-23,0.2,1.5,-2,-0.9,-0.2
CCOC(=O)C(=CNc1ccc2c(c1)CCN2C(C)=O)C(=O)OCC,-1.8,-2.3,-2.4,0,-2,3,-0.2,1.2,-1,-1.8,-8.0
CC1C2CC(CC1(C)C)N(C(=O)Nc1ccc3nccnc3c1)C2 (configuration not stated),-0.9,-0.1,-1.2,i,7,-185,0.6,1.5,1,-1.7,0.3
CCOC(=O)CSc1ncc(-c2ccccc2)cn1,-1.5,0.7,1.3,-15,-1,-2,0.3,2.5,-2,-1.5,1.4
CCCCCCCCN1C(=O)[C@H](CC(=O)NCCC(C)C)C[C@@]2(C(=O)OC)CCCCC=C12,-1.0,1.6,.,0,-8,0,-1.6,4.6,0,-1.3,.
O=C(O)C1CCCCN1C(=O)c1cc2c(s1)CCCCC2 (configuration not stated),-0.6,-1.6,0.4,4,0,1,1.1,-1.3,0,0.2,2.5
N#CC1=C(N)SC(N)=C(C#N)C1Cc1ccccc1,-1.6,4.5,-0.3,-62,4,-22,0.1,-1.2,0,-1.2,1.8
O=c1cc(CSc2ccccc2)nc(-c2ccncc2)[nH]1,-1.4,2.0,-0.1,-3,1,-4,-0.2,1.6,-1,-1.6,-0.2
COP(=O)(O)CCOCCC(CC(C)C)NC(=O)OCc1ccccc1 (configuration not stated),-0.2,.,.,-22,4,-10,-0.6,0.6,-2,-0.8,.
CCN(Cc1nc2ccccc2c(=O)[nH]1)C(=O)C1CC(=O)N(c2cccc3ccccc23)C1 (configuration not stated),-1.1,0.4,-0.5,-9,-4,-6,-1.0,-0.5,0,0.0,0.0
COc1nc(NCc2ccc(Cl)cc2)nc(OC)n1,-1.5,1.4,-0.7,6,2,-1,0.1,-0.9,2,-1.2,0.4
Cc1ccc(C(=O)COC(=O)c2ccncc2)cc1[N+](=O)[O-],-1.4,-0.7,0.8,-12,4,-3,0.6,-1.1,0,-0.1,0.9
CC(=O)c1c(C)n(-c2ccc(Br)cc2)c2ccc(O)cc12,-1.8,-1.2,-0.2,7,14,2,-0.3,1.3,-1,-3.2,0.0
O=C(NCc1ccco1)NC1CCCCC1,-1.5,-0.1,2.5,-2,5,-4,0.1,1.4,0,1.8,-0.1
O=C1CS/C(=N/N=C/c2ccccc2)N1c1ccc(O)cc1,-1.3,0.8,2.3,-2,3,-2,-0.1,-0.4,-3,-1.6,-0.1
CCCC(O)(CCN1CCOCC1)c1ccc(Br)cc1 (configuration not stated),-1.4,-2.9,-0.6,7,-24,-3,-0.3,0.9,1,-1.3,-2.0
Nc1nc(NCC(=O)O)nc(N2CCCCCC2)c1[N+](=O)[O-],-0.7,-1.4,2.1,9,3,-1,0.4,-1.2,-1,-1.0,3.3
CC(C)(C)OC(=O)NCc1ccc(NC(=O)c2nc[nH]c2C(=O)N[C@@H](Cc2ccccc2)C(=O)OCc2ccccc2)cc1,-1.1,-1.0,-0.9,14,-1,3,0.3,0.9,1,-1.3,0.2
S=c1[nH]nc(-c2cccnc2)n1/N=C/C=C/c1ccco1,-1.3,-0.8,-0.4,-3,1,0,-0.8,-0.3,-4,-1.7,-0.1
CC(C)[C@H](NC(=O)N1CC(=O)Nc2ccccc21)C(=O)N[C@@H](Cc1ccccc1)C(=O)O,-1.7,-0.3,7.0*,-12,5,-5,1.7,2.6,4,0.1,-1.7
COc1ccc(C(=O)Nc2ccccc2C(=O)NC(Cc2ccc(O)cc2)C(=O)NNC(=O)c2ccccc2)cc1 (configuration not stated),-0.9,0.2,0.0,5,0,1,-0.2,1.1,-3,-1.7,-1.8
O=C(CS(=O)(=O)c1ccccc1)CS(=O)(=O)c1ccccc1,-1.2,-2.7,.,14,2,2,0.7,0.3,-3,0.8,.
COc1cccc(OCc2nnc(SCC(=O)OCc3ccccc3)o2)c1,-1.6,1.6,-0.2,5,24,1,-0.4,2.1,-3,-0.2,-0.5
O=C(CCN1C(=O)C2C3CCC(C3)C2C1=O)Nc1ccc(Cl)cc1Cl (configuration not stated),-0.5,-2.1,0.9,13,1,-2,-0.4,1.3,1,0.2,0.5
COc1ccc(-c2cnn3c(N)c(S(=O)(=O)c4ccccc4)cnc23)cc1,-1.6,-0.3,-2.4,1,-3,-1,0.1,0.8,-3,0.7,2.5
Cc1ccc(NS(=O)(=O)c2ccc(Cl)c(C(=O)O)c2)cc1S(=O)(=O)N1CCOCC1,-1.3,-2.7,0.7,4,0,3,0.9,1.2,0,-1.1,1.8
CCOc1cc(N2CCOCC2)c(OCC)cc1NC(=S)NCCCOC,-2.0,-2.2,0.1,-2,-1,-4,0.1,-1.9,-2,-1.3,-1.7

# Screening results (PubChem)
